Bioassay records (PubChem)
Tn7 DDE FP – inhibitors of Tn7 peptide binding to fibrin DD(E), primary screen, biochemical, fluorescence polarization, human fibrin, Tn7 probe; AID 720508, 2013; FP displacement of FITC-Tn7 peptide from fibrin DD(E); 0% = median of compound wells per plate; inhibition, % at 8.3 µM; Fibrinogen beta chain (Homo sapiens), P02675; 0.13% of 370,000 active;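 active = inhibition above the mean of compounds falling within the control limits plus 3 SD of them, cut at about 14% in these data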;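 also: 0% = plate median of compound wells and 100% = 10 µM Aha-Tn7 peptide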
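Measure: % inhibition scaled between sample-field median and high-control FP; Test system: human fibrin DD(E); Quantity: 2 µM final DD(E) protein; Doses: one dose, 8.3 µM nominal; Schedule: compound with protein 10 min, then 3 h after probe, room temperature; Detection: fluorescence polarization; Medium: Tris buffer with calcium and detergent, pH 7.8.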
ADAM10 inh – human ADAM10 inhibitors, primary screen, biochemical, QFRET, HTS. AID 720582, 2013. Disintegrin and metalloproteinase domain-containing protein 10 (Homo sapiens), O14672. inhibition, % at 7 µM. recombinant ADAM10, EDANS/DABCYL FRET peptide cleavage, 3 h. 0.62% of 370,000 active;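 active = inhibition above a per-campaign cutoff equal to the mean of compounds falling between control-based bounds plus 3 SD, cut at about 20% in these data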;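 also: 0% = DMSO wells while the 100% control is not disclosed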
ASAP1 inh – inhibitors of human ASAP1 ArfGAP activity, primary screen, biochemical, fluorescence polarization; Arf-GAP with SH3 domain, ANK repeat and PH domain-containing protein 1 (Homo sapiens), …; ASAP1-stimulated ARF1 GTP hydrolysis, GDP FP detection; inhibition, % at 16.5 µM; 0.19% of 360,000 active; AID 624377, 2012; in the data active = inhibition above about 25%;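 also: 0% = vehicle with enzyme and substrate and 100% = no enzyme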
ADAM17 inh – ADAM17 inhibitors, primary screen, biochemical, QFRET | recombinant ADAM17, EDANS/DABCYL FRET peptide cleavage | inhibition, % at 6.95 µM | AID 720648, 2013 | 0.83% of 370,000 active;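 active = inhibition above the mean of compounds lying between control limits plus 3 SD, set per campaign, cut at about 8.5% in these data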;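 also: 0% = DMSO-only wells as the low control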
Target sequence (P78536 215-824 limits assumed): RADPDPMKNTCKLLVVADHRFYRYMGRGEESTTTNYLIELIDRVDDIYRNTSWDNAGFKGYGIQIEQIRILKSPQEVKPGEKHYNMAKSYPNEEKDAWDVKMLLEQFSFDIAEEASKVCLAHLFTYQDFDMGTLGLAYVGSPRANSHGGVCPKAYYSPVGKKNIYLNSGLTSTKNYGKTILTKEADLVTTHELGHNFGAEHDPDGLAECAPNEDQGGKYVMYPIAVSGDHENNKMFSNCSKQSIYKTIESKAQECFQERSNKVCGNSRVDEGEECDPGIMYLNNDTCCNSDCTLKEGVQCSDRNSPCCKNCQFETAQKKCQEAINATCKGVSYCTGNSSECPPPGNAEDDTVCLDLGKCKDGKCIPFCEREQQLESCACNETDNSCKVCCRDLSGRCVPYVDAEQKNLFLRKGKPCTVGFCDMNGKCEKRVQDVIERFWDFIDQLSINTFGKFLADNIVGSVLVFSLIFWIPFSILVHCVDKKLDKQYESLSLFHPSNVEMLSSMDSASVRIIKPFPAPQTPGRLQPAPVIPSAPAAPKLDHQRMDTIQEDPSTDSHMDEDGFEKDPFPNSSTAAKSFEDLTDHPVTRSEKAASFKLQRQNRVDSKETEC
SIAE inh – human SIAE inhibitors, primary screen, biochemical, fluorescence polarization, FP-Rh probe, 1536-well HTS. Sialate O-acetylesterase (Homo sapiens), Q9HAT2. SIAE FP-Rh probe binding. inhibition, % at 9.66 µM. 0.69% of 370,000 active. AID 1053197, 2014;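 active = inhibition above a cutoff: mean of compounds within the control limits plus 3 SD of those, cut at about 17% in these data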;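 also: 0% = plate median of compound wells and 100% = probe without SIAE protein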
PLC-beta3 inh – human PLC-beta3 inhibitors, primary screen, biochemical, fluorescence | inhibition, % at 12.2 µM | 0.18% of 370,000 active | Purified PLC-beta3, fluorogenic substrate | AID 720704, 2013; in the data active = inhibition above about 11%;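 also: 0% = median of compound wells on plate and 100% = full blocker control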
DDE Tn6 FP inh – inhibitors of Tn6 peptide binding to fibrin DD(E), primary screen, biochemical, fluorescence polarization, human fibrin, Tn6 probe; Fibrinogen beta chain (Homo sapiens), P02675; Fibrin DD(E) TRITC-Tn6 fluorescence polarization displacement; inhibition, % at 8.3 µM; 0.21% of 370,000 active; AID 720509, 2013;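 active = inhibition above a per-campaign cutoff: mean of compounds within control limits plus 3 SD, cut at about 15% in these data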;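 also: 0% = median of all compound wells on the plate and 100% = blocking peptide control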
ARFGAP1 inhibitor – inhibitors of rat ARFGAP1 GAP activity, primary screen, biochemical, fluorescence polarization, GDP tracer; ADP-ribosylation factor GTPase-activating protein 1 (Rattus norvegicus), Q62848; Arfgap1-stimulated ARF1 GTP hydrolysis, GDP FP detection; inhibition, % at 16.5 µM; 0.26% of 360,000 active;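 active = inhibition above a per-plate limit, mean inhibition of low control wells plus 3 SD, cut at about 25% in these data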;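 also: 0% = DMSO wells with enzyme and 100% = wells lacking Arfgap1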
Target sequence (Q62848 1-136 limits assumed): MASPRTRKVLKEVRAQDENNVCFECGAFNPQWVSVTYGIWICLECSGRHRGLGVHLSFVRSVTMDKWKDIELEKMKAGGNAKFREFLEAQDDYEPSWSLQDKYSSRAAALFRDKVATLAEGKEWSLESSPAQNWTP
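Assay system: Rat Arfgap1 GAP domain (His6, aa 1-136), purified enzyme | Buffer or medium: HEPES 25 mM pH 7.5, NaCl 150 mM, MgCl2, DTT | Schedule: GTP hydrolysis reaction 2 h at 25 °C | Signal: FP of antibody-bound GDP Alexa 633 tracer, ex 620/em 688 nm | Measure: Percent inhibition of Arfgap1-stimulated GTP hydrolysis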
TDP2 absorb – human TDP2 enzyme inhibitors, primary screen, biochemical, epi absorbance, recombinant enzyme. T5PNP hydrolysis, p-nitrophenol absorbance 415 nm. inhibition, % at 12.8 µM. 0.34% of 370,000 active. AID 720702, 2013;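 active = inhibition above the mean of all tested compounds plus 3 SD, set per campaign, cut at about 25% in these data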;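 also: 0% = DMSO with enzyme and 100% = buffer with substrate but no TDP2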
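Evaluation: % inhibition relative to enzyme-containing and enzyme-free wells. Material: recombinant human TDP2. Benchmarks: enzyme-free and DMSO wells. Timing: enzyme reaction with compound for 2 h at 37 °C. Compound dosing: 12.8 µM only. Measured by: p-Nitrophenol epi absorbance. Reagent: T5PNP substrate at 5 mM, a TopII-DNA adduct mimic. Replication: single well per compound.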
PLCg1 inh – PLC-gamma1 enzyme inhibitors, primary screen, biochemical, fluorescence, purified enzyme; inhibition, % at 12.2 µM; 1-phosphatidylinositol 4,5-bisphosphate phosphodiesterase gamma-1 (Homo sapiens), P19174; 0.84% of 370,000 active; fluorogenic substrate; in the data active = inhibition above about 9.5%
Starred values were filed as active, the others as inactive; i = inactive; x = no result given. Outcome played no part in choosing rows, and some 3.6% of all compounds hit somewhere here.

Each structure is followed by: Tn7 DDE FP | ADAM10 inh | ASAP1 inh | ADAM17 inh | SIAE inh | PLC-beta3 inh | DDE Tn6 FP inh | ARFGAP1 inhibitor | TDP2 absorb | PLCg1 inh
> COc1cc(O)c(C(CCN2CCOCC2)c2ccc3c(c2)OCO3)c(OC)c1 (stereo not drawn)
  0 | -5 | 0 | -4 | 0 | 3 | -2 | -3 | 4 | -1
> Cc1cccc(C(=O)Nc2ccnc(-c3cccnc3)n2)c1
  -3 | -4 | 1 | 0 | -3 | 1 | 5 | -2 | -4 | 0
> S=C(c1ccc(-c2ccccc2)cc1)N1CCOCC1
  2 | -5 | 3 | -5 | 0 | -5 | -3 | -10 | 2 | -1
> COc1ccc(CNC(=O)CS(=O)(=O)Cc2nc(-c3cccc(OC)c3)oc2C)cc1
  0 | 3 | 2 | -4 | -10 | -9 | -6 | -2 | -5 | 1
> CCOc1ccccc1NC(=O)c1ccccc1-c1nc(-c2ccccc2OC)no1
  -1 | 7 | 13 | -2 | -5 | 0 | -1 | 4 | 1 | 1
> CCOC(=O)C1=C(COC(=O)c2cc(S(=O)(=O)N(C)C)ccc2C)NC(=O)NC1C (stereo not drawn)
  -4 | -4 | 3 | 0 | 4 | -6 | 2 | 1 | 0 | -2
> CCOc1ccc(NC(=O)CN(C)C(=O)c2cn(-c3ccccc3)nc2-c2cccs2)cc1OCC
  5 | 13 | -6 | 5 | 7 | -8 | -1 | 7 | 1 | 0
> CCCc1nc2oc3c(NCCN(C)C)ncnc3c2c2c1CCCC2
  -3 | -14 | 14 | -9 | -2 | 0 | 1 | -10 | 3 | -2
> O=C(CSc1nnc(C2CC2)n1Cc1ccccc1)c1ccc(S(=O)(=O)N2CCOCC2)cc1
  5 | -4 | -9 | -4 | -1 | 1 | -5 | -3 | -2 | 0
> CCc1ccc(NC(=O)N(CCN2CCOCC2)Cc2ccc3c(c2)CCCN3CC)cc1
  4 | -12 | -5 | -4 | 3 | -13 | 11 | 6 | 3 | -8
> CCOC(=O)c1ccc(NC(=O)CCC(=O)OC)cc1
  -8 | 5 | 6 | -1 | 2 | 5 | 4 | 2 | -7 | 1
> CCc1cccc(C)c1NC(=O)CN1CCN(S(=O)(=O)c2ccc(C(C)(C)C)cc2)CC1
  -3 | 24* | 9 | 10.0* | -4 | 11 | 2 | 7 | -28 | 7
> C=CC[C@@H](CC(=O)OC(C)(C)C)C(=O)OC[C@@H]1CCCN1C(=O)[C@@H](CC=C)CC(=O)N[C@H](CO)Cc1ccccc1
  1 | 10 | -3 | 1 | 2 | 2 | 4 | 5 | 5 | 4
> O=C(NCCCN1CCCC1=O)C1CCN(S(=O)(=O)c2cccc(Cl)c2Cl)CC1
  0 | -6 | -14 | -3 | -1 | -1 | 6 | -18 | -8 | 7
> CC(C)Nc1nnc(Sc2ccc(Cl)cc2[N+](=O)[O-])s1
  -2 | -3 | 16 | 0 | -6 | 2 | 9 | -2 | -5 | 3
> CCC1OC(=O)C(C)C(OC2C[C@@](C)(OC)C(O)C(C)O2)C(C)C(O[C@@H]2OC(C)CC(N(C)C)C2O)[C@](C)(O)CC(C)C(=NOCOCCOC)C(C)C(O)[C@]1(C)O (stereo partly drawn)
  -1 | -2 | -4 | -2 | -3 | 4 | 5 | 4 | -5 | 2
> Cc1ccccc1Nc1nc(N)nc(CSc2nc3ccccc3c(=O)n2CCCO)n1
  1 | -2 | -2 | -3 | 1 | 1 | 0 | -7 | 9 | -5
> O=C1c2cccc(OCC(=O)N3CCCc4ccccc43)c2CCN1Cc1ccc(F)cc1
  -9 | 12 | 3 | 4 | 8 | 0 | -5 | -11 | -8 | 5
> Cc1ccsc1/C=N/NC(=O)c1ccc([N+](=O)[O-])cc1
  4 | 0 | -7 | -2 | 0 | 2 | 5 | -3 | 15 | 2
> COc1ccc(-c2csc(NC(=O)CSc3nnnn3C)n2)cc1OC
  -7 | -4 | 0 | -6 | 5 | -4 | 2 | 8 | -2 | 2

The list continues.
Each structure is followed by: Tn7 DDE FP | ADAM10 inh | ASAP1 inh | ADAM17 inh | SIAE inh | PLC-beta3 inh | DDE Tn6 FP inh | ARFGAP1 inhibitor | TDP2 absorb | PLCg1 inh
> O=C(CCCn1c(=O)[nH]c2cc(Cl)ccc2c1=O)NC1CCCCCC1
  1 | -8 | 4 | -7 | -1 | -1 | 2 | -8 | -5 | -4
> COc1cc(NC(=O)c2cccs2)ccc1NC(=O)c1ccco1
  -7 | 5 | -2 | 0 | -14 | -4 | -17 | 4 | -15 | -4
> COc1ccc(C2CC(c3ccccc3)=NN2S(=O)(=O)c2ccccc2)c(OC)c1 (stereo not drawn)
  -7 | 1 | 7 | 0 | -4 | 3 | 0 | 3 | 1 | -1
> O=C(c1cccs1)N(Cc1ccc(F)cc1)C1CCS(=O)(=O)C1 (stereo not drawn)
  3 | -18 | -12 | -3 | -4 | -6 | 1 | -2 | -5 | 2
> CC(C)COc1ccc(C(=O)NC(CC(C)C)C(=O)O)cc1 (stereo not drawn)
  4 | 13 | -10 | 5 | 2 | 3 | -5 | -6 | -8 | 7
> CN1C(=O)C[C@@](C#N)(C(=O)NCc2ccccc2)[C@H]1c1ccccc1
  9 | -2 | x | -2 | -2 | 3 | 12 | x | -2 | -2
> Cc1ccc(NC(=O)N2CCC(c3nc4ccc(Cl)cc4[nH]3)CC2)cc1F
  -2 | 8 | x | 4 | -6 | -1 | -2 | x | 3 | 0
> N#C/C(=C\c1c(N2CCC(C(N)=O)CC2)nc2ccccn2c1=O)C(=O)NC1CCCCC1
  6 | -22 | -7 | -7 | -5 | -40 | 4 | 5 | 5 | -21
> O=C(Nc1ccc(S(=O)(=O)N2CCCC2)cc1)c1ccc([N+](=O)[O-])cc1
  3 | 1 | -5 | 2 | -3 | -5 | -4 | -3 | 7 | -1
> COc1ccc(C(C2C(=O)CC(C)(C)CC2=O)C2C(=O)CC(C)(C)CC2=O)cc1CO
  0 | -7 | 6 | -4 | -12 | -6 | 3 | 4 | 7 | -1
> Cc1c(NC(=O)/C(C#N)=C/c2ccccc2)c(=O)n(-c2ccccc2)n1C
  4 | 0 | 12 | -2 | -2 | -14 | 5 | 3 | -2 | -5
> Cc1cccc(-n2cnc3c(sc4nc(N5CCOCC5)c5c(c43)CCCC5)c2=O)c1
  2 | -27 | -5 | -9 | -11 | -17 | 8 | -1 | -10 | -9
> C=CCNC(=O)N1c2ccccc2Sc2ccccc21
  2 | 1 | -1 | 1 | 5 | -5 | -5 | 4 | 5 | -2
> CCNC(=O)COc1ncnc2scc(-c3ccc(F)cc3)c12
  3 | 5 | 20 | 1 | -1 | -5 | -1 | 10 | 14 | 2
> CC(CC(=O)NC1CCCCC1)S(=O)(=O)c1ccc2c(c1)NC(=O)CO2 (stereo not drawn)
  -2 | -2 | 16 | -1 | 5 | -8 | -4 | 13 | 16 | 0
> C=C(Br)Cn1c(CC)nc2ccccc21
  4 | -3 | 2 | -7 | 0 | -2 | 5 | -15 | 12 | 0
> CC(C)CN1C(=O)c2ccc(C(=O)Nc3nccs3)cc2C1=O
  -1 | -5 | 5 | -4 | 3 | 3 | 0 | 7 | 9 | 0
> COc1cc2nc(=S)n3[nH]c(COc4ccccc4C)nc3c2cc1OC
  -1 | 1 | 8 | -2 | -1 | -3 | -3 | 12 | -1 | -3
> CCC(C)N1C(=O)S/C(=C/c2ccc(Sc3nc4ccccc4[nH]3)o2)C1=O (stereo not drawn)
  0 | 5 | 18 | 2 | -36 | -72 | 2 | 2 | 4 | -62
> CCOC(=O)CN1C(=O)S/C(=C/c2ccc3c(c2)n(C)c(=O)n3C)C1=O
  -8 | -7 | -10 | -2 | 8 | -5 | -11 | -5 | 5 | -7

(list continues)
Each structure is followed by: Tn7 DDE FP | ADAM10 inh | ASAP1 inh | ADAM17 inh | SIAE inh | PLC-beta3 inh | DDE Tn6 FP inh | ARFGAP1 inhibitor | TDP2 absorb | PLCg1 inh
> CC(OC(=O)c1ccc2ncsc2c1)C(=O)NC1CCCCC1C (stereo not drawn)
  2 | -12 | 2 | -1 | 0 | -16 | 1 | -7 | 11 | -2
> COC(=O)c1ccc(S(=O)(=O)c2ccc(Cl)cc2)c(N)c1
  -4 | i | -6 | -366 | 4 | i | -7 | 0 | -18 | -409
> Cc1ccc(-c2nc(CSCC(=O)N3CCOCC3)c(C)o2)cc1
  6 | -26 | 0 | -2 | 2 | -1 | 6 | -3 | 7 | -1
> CCC(=O)c1c(NC(C)C)cc(C)oc1=O
  8 | 6 | 3 | 1 | 4 | -5 | 10 | -5 | 0 | 1
> CC(=O)c1ccc(N/C=C/C(=O)c2ccc(Br)cc2)cc1
  4 | -12 | 0 | -4 | 4 | -2 | 7 | -10 | 0 | -2
> Cc1cc(C)n2nc(C(=O)N3CCN(c4ccc([N+](=O)[O-])cc4)CC3)nc2n1
  -3 | 2 | -10 | -4 | 0 | -6 | -8 | 7 | -10 | 1
> CCn1c(SCC(=O)c2ccc(O)c(O)c2)nnc1-c1ccccc1OC
  2 | 3 | 4 | -1 | 5 | 4 | 8 | -7 | -3 | 6
> CC(C)Oc1ccc(C(=O)Nc2ccc(N(C)C)cc2)cc1
  -4 | 12 | -5 | 2 | 0 | -7 | -4 | 1 | 7 | -2
